Source: PubChem
TCR activator = Activators of T cell receptors: qHTS campaign; primary human leukocytes, anti-CD3, IL-2 HTRF, 48 h; Potency, µM (series often up to 9.22 µM), for the others: top-dose activation of IL-2 secretion, actives largely listed as activators; 330,000 tested, under 10 active; AID 504894, 2011; note: % of control where 0% means no effect
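TCR engagement came from a-CD3 beads alone, with compounds added to primary human leukocytes for 48 hr. Secreted IL-2 bridged europium cryptate- and d2-labelled anti-IL-2 antibodies, giving FRET emission at 665nm after 320nm excitation.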
ELG1 DNA repair = qHTS screen for small molecules that inhibit ELG1-dependent DNA repair in human embryonic kidney (HEK293T) cells expressing luciferase-tagged ELG1; HEK293T ELG1-luciferase reporter, luminescence, 16 h; DNA damage induced by 5-fluorouridine; Potency, µM (highest dose often 46.1 µM), for the others: at the highest dose activity change, negative = inhibition, actives largely listed as inhibitors; 330,000 compounds, 2.3% hits; AID 504467, 2011; note: potency is the fitted concentration of half-maximal effect; % is set by controls: 0 for no effect and ±100 for the full control effect; nearly all actives have a fitted effect of over 55% in size
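Step one: seed 2,000 cells per well. Step two: pin-transfer compound or DMSO alongside 5-fluorouridine. Step three: incubate 16 hr, 37 °C, 5% CO2. Step four: add ONE-Glo, wait 30 min, read luminescence.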
p53 reactivation = qHTS assay for re-activators of p53 using a Luc reporter; H1299 p53-A138V BP100-luciferase reporter, luminescence, 24 h; Potency, µM (series often up to 92.2 µM), for the others: top-dose activity change, positive = activation, most hits filed as activators; 320,000 compounds, 0.063% hits; note: potency is the fitted concentration of half-maximal effect; % of control where 0% means no effect; nearly all actives have a fitted effect of over 45% in size
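H1299 (p53-null), stable ts p53-A138V + BP100-Luc; 1000 cells/well, Opti-MEM/10% FBS; cpd 4 pt, 1:5; 24 h, 37 deg C, 5% CO2; detection reagent 10 min RT; luminescence.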
TRPV1 ag = HTS Assay for Compounds that Act as Agonists of the Vanilloid Receptor 1. 320,000 compounds, 0.19% hits. TRPV1-expressing cells, Fluo-8 calcium influx, agonist mode. AID 540275, 2011. activation, % at 8.33 µM; in the data active = activation above about 80%; inconclusive = between about 30% and that limit; note: 0% is about no effect
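Fluo-8 calcium influx in TRPV1-expressing cells, kinetic read (ex 480/em 520 nm). Compound added and read 3 min for agonist activity, followed by capsaicin at EC20 final and 2 min further read for enhancement.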
B2AR arrestin = qHTS assay of beta-arrestin-biased ligands of beta2-adrenergic receptor; Beta-2 adrenergic receptor (Homo sapiens), P07550; beta-arrestin recruitment to beta2AR, cell-based reporter; Potency, µM (highest dose often 46.1 µM), for inactives: at the top dose activation, actives largely listed as activators; 330,000 compounds, 0.02% hits; AID 492947, 2010;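 note: potency is the fitted concentration of half-maximal effect; 0% = DMSO controls and full agonism = EC100 isoproterenol or metaproterenol; nearly all actives have a fitted effect of over 65% in size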
Target sequence (P07550 whole entry, looked up): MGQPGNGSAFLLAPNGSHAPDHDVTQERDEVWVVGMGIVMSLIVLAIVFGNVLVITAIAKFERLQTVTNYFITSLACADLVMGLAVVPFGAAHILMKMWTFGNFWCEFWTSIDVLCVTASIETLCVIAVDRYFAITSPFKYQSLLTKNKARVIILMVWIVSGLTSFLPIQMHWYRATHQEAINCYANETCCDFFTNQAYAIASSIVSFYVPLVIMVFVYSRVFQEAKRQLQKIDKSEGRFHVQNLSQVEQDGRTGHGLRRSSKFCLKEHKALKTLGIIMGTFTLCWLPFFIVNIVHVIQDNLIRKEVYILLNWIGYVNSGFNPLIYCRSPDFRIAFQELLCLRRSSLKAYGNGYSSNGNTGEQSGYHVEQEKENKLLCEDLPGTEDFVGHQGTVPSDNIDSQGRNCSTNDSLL
A-T KAP1 phos = qHTS Assay for Identifying a Potential Treatment of Ataxia-Telangiectasia | […] A-T fibroblasts, KAP-1 phosphorylation AlphaLISA; neocarzinostatin DNA damage 30 min before lysis | Potency, µM (doses to about 57.5 µM), for the others: at the top dose activation, actives largely listed as activators | 320,000 compounds, 0.19% hits | AID 485349, 2010; note: potency is the fitted concentration of half-maximal effect; % of control where 0% means no effect; nearly all actives have a fitted effect of over 45% in size
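hTERT-immortalized A-T patient fibroblasts ([…]), 500 cells/well in OPTI-MEM, 1% FBS, got compounds for 60 min, then NCS for 30 min at 37C. Lysates were then assayed for phospho-KAP-1 by AlphaLISA (anti-pKAP1 donor, anti-KAP1 acceptor beads), 6 hr at 25C.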
BRCA1 expr act = qHTS Assay to Identify Small Molecule Activators of BRCA1 Expression | MCF7-BRCA1-FFLuc reporter, luminescence, 48 h; response scale: scaled: vehicle 0%, 10 µM genistein 100% | Potency, µM (titrated, usually from 46.1 µM), for inactives: at the highest dose activation, hits mostly activators | 380,000 compounds, 1.1% hits | AID 624202, 2012; note: potency is the fitted concentration of half-maximal effect; nearly all actives have a fitted effect of over 80% in size; some results filed as inactive show a strong effect at the top dose
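Compounds are tested at multiple concentrations on MCF7 BRCA1-luciferase reporter cells seeded at 2000 per well; after 48 h, a single luminescence end-point is taken and curves fitted to the normalized data.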
a7 integrin act = qHTS for Activators of Integrin-Mediated Alleviation for Muscular Dystrophy | Potency, µM (top dose mostly 38.3 µM), for the others: top-dose activation, usual class: activators | alpha7betagal myoblasts, beta-gal FDG fluorescence, 48 h | 350,000 compounds, 0.064% hits | AID 624291, 2012;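 note: potency is the fitted concentration of half-maximal effect; 100% = response of the positive control SU9516; nearly all actives have a fitted effect of over 60% in size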
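Alpha7betagal+/- myoblasts (passage 13) were plated 16-24 hr, then exposed to compounds (1:260 dilution of DMSO stock) for 48 hours at 37C. After MPER lysis, β-galactosidase reporter activity was read as FDG fluorescence (ex 480/em 540) after 30 minutes.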
PTAP TSG101 blk = qHTS Assay for Iinhibitors of HIV-1 Budding by Blocking the Interaction of PTAP/TSG101; Tumor susceptibility gene 101 protein (Homo sapiens), Q99816; Fluorescence polarization, FITC-PTAP peptide / Tsg101 binding; Potency, µM (highest dose often 115 µM), inactives show at the top dose activity change, negative = inhibition, actives largely listed as inhibitors; 340,000 tested, under 10 active; AID 493005, 2010; active = well fitted inhibition curve with a large enough effect in the main read-out, with a control signal flat, not every such curve was filed as active; inconclusive = small, poorly fitted or top-dose-only effect, or effect the other way, or a change in a side signal; inactive = no such curve, though single readings can be large or run the other way; note: potency is the fitted concentration of half-maximal effect; % of control where 0% means no effect
Target sequence (Q99816 whole entry, looked up): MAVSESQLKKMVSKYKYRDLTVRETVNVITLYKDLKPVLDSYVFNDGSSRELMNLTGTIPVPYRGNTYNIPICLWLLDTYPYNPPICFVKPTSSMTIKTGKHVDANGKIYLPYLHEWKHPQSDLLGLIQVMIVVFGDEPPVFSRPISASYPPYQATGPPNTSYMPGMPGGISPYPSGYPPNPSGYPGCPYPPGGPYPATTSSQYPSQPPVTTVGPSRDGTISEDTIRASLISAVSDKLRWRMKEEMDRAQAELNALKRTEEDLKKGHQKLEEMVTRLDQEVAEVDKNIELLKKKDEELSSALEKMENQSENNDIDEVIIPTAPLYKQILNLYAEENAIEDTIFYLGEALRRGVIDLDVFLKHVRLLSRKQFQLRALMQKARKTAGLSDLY
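Compounds were pin-transferred onto Tsg101 binding domain (10 uM final) in HEPES pH 7.5 buffer, then FITC-PTAP peptide was added at 50 nM final. After 20 min at RT, polarization reported peptide displacement across a qHTS concentration series.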
CXXC DNA block = qHTS Fluorescence Polarization Assay for Inhibitors of MLL CXXC domain - DNA interaction; MLL-CXXC / FITC-HOXA9 DNA fluorescence polarization; Potency, µM (doses to about 115 µM), without a hit: at the top dose activity change, negative = inhibition, usual class: inhibitors; AID 2662, 2010; Histone-lysine N-methyltransferase 2A (Homo sapiens), Q03164; 290,000 compounds, 0.037% hits; active = well fitted inhibition curve with a large enough effect in the polarisation, with a control signal flat, not every such curve was filed as active; inconclusive = small, poorly fitted or top-dose-only effect, or effect the other way, or a change in a side signal; inactive = no such curve, though single readings can be large or run the other way; the % refers to the polarisation; note: potency is the fitted concentration of half-maximal effect
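Fluorescence polarization: 7 uM MLL-CXXC (stock) preincubated 5 min with compounds, then 50 nM fluorescein-HOX-A9 DNA (stock) added; 30 min ambient. Buffer 50 mM Tris-HCl pH 7.5, 50 mM NaCl, 1 mM DTT, 0.05% BSA.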
Active calls of the source: *; ? = inconclusive; · = no result given; [ ] = dose if it differs, or a comment. Unless noted, calls come from the whole dose curve; as a rule, active = well fitted curve in the direction sought with a large enough effect; inconclusive = small, poorly fitted or top-dose-only effect, or another doubt; inactive = no such curve, though single readings can be large; an effect the other way counts as inactive or inconclusive.

SMILES | TCR activator | ELG1 DNA repair | p53 reactivation | TRPV1 ag | B2AR arrestin | A-T KAP1 phos | BRCA1 expr act | a7 integrin act | PTAP TSG101 blk | CXXC DNA block
CCN(/C=N/S(=O)(=O)c1ccc(Cl)cc1)CC | -1% | 8% | -2% | -3 | -1.1% | 13% | -1% | ? | -3% | -2%
COc1ccccc1-c1cc(N)n[nH]1 | -9% | 8% | 3% | 2 | -0.3% | 2% | 13% | 3% | 1% | -14%
COCCC(=O)N1CCCC(C(=O)c2ccc3c4c(cccc24)CC3)C1 (stereo not given) | -6% | ? | -3% | 25 | 0.5% | 7%[11.5 µM] | -26% | 12% | -3% | 0%
Cc1ccc(NC(=O)C2(C)Cc3ccccc3C(=O)O2)cc1 (stereo not given) | -4% | 3% | -3% | 1 | -0.6% | 0% | -6% | 18% | -1% | -9%
CCn1c(SCC(=O)Nc2nnc(C)s2)nnc1C(C)NC(=O)c1ccccc1F (stereo not given) | -7% | -16% | -1% | 0 | 0.8% | 1% | -7% | -13% | 0% | -3%
Cc1cc2cc3c(=O)[nH]c(=O)nc-3n(CC(O)C(O)C(O)CO)c2cc1C (stereo not given) | 0% | · | · | · | · | · | -6% | -18% | -3% | ·
O=C(COC(=O)CNC(=O)c1ccco1)Nc1ncc(Cl)cc1Cl | -4% | 0% | ? | -3 | 0.5% | -2% | -24% | -38% | -6% | ·
Cc1cc(C)c(C(=O)CSc2nnc(N)s2)cc1C | 0% | 3% | 15% | ? | -0.4% | 2% | 56% | -35% | -2% | -4%
O=C1CCCCc2sc(Br)c([N+](=O)[O-])c2N1 | 8% | ? | -16% | 1 | -0.4% | 11% | -14% | -76%[inhibitor] | -12% | -1%
Cc1ccc(C(c2nnnn2C(C)(C)C)N2CCN(C3CCCC3)CC2)cc1 (stereo not given) | 6% | 5% | -4% | 3 | 0.0% | -1% | 9% | 8% | -1% | -1%
CCN(C[C@H]1N[C@@](CC)(C(=O)OC)[C@H]2C(=O)N(C)C(=O)[C@@H]12)C(=O)Nc1ccc(OC)cc1 | -3% | 17% | 19% | · | 0.0% | 2% | 17% | 13% | 0% | ·
COc1ccc(S(=O)(=O)N2CCC[C@H]2C(=O)NCc2ccc(Cl)cc2)cc1 | -5% | 0% | -2% | -3 | 0.1% | -31% | 20% | 12% | -1% | 3%
CN(C)C(CNC(=O)c1cccc(S(=O)(=O)Nc2ccc(SC(F)F)cc2)c1)c1ccccc1 (stereo not given) | 3% | · | · | · | · | · | 7% | -27% | -7% | ·
COc1ccc(-c2ccc3c(c2)C2CC3CCN2C(=O)C(C)(C)C)cc1 (stereo not given) | 1% | · | · | · | · | · | 11% | -14% | -2% | ·
CC(C)c1cc(C(F)(F)F)n2nc(C(=O)Nc3ccc(-n4cnnn4)cc3)cc2n1 | -3% | 0% | 0% | 1 | 0.2% | -10% | 10% | 0% | 0% | 0%
CCOc1ccc(NCc2nnc(SCc3ccc(Cl)cc3)n2-c2ccccc2)cc1 | 0%[46.1 µM] | ? | 2% | 4 | 1.8% | -3% | -71%[inhibitor] | ? | -1% | -4%
COC(=O)c1cc(=O)nc2sc3ccccc3n12 | 4% | 2% | 1% | 1 | -0.7% | -1% | 3% | 14% | -2% | -6%
CCCn1c(SCCN2CCOCC2)nc2c1c(=O)n(C)c(=O)n2C | 4% | 3% | 7% | 0 | -0.4% | 9% | -1% | 12% | -3% | 2%
Cc1c(Cl)cccc1NC(=O)CCS(=O)(=O)c1cccc2nonc12 | 0% | 15% | 3% | ? | 0.4% | 6% | -10% | 3% | -1% | 5%
CCOC(=O)CNNC(=O)Nc1ccc(Cl)c(Cl)c1 | -2%[46.1 µM] | -9% | -12% | -1 | -1.2% | 0% | -10% | 19% | -4% | 0%
CC(C)CN(C(=O)CN1CCN(c2cccc(Cl)c2)CC1)c1c(N)n(CC(C)C)c(=O)[nH]c1=O | 1% | 8% | 10% | 0 | -0.9% | -4% | 4% | 5% | -14% | 10%
Cc1ccccc1C(=O)N(C)c1ccccc1C(=O)NCc1ccccc1 | -8% | -9% | 8% | 2 | -0.8% | -3% | 3% | 3% | -1% | 17%
COc1ccc(CC(=O)NCC2CCCN(Cc3ccccc3OC)C2)cc1 (stereo not given) | -5% | 1% | 17% | 5 | 0.3% | 7% | -1% | ? | -7% | 2%
Cc1ccc(-c2nnc(NC(=O)c3ccco3)s2)cc1 | -7% | ? | ? | 3 | -0.9% | 2% | 2.2µM* | -3% | 0% | 17%
O=S(=O)(c1ccc(Br)s1)N1CCN(c2ccccn2)CC1 | -3% | ? | -4% | 4 | 0.1% | -4% | -12% | -19% | -1% | -5%

The final two records of the part before open the next one.
SMILES | TCR activator | ELG1 DNA repair | p53 reactivation | TRPV1 ag | B2AR arrestin | A-T KAP1 phos | BRCA1 expr act | a7 integrin act | PTAP TSG101 blk | CXXC DNA block
Cc1ccc(-c2nnc(NC(=O)c3ccco3)s2)cc1 | -7% | ? | ? | 3 | -0.9% | 2% | 2.2µM* | -3% | 0% | 17%
O=S(=O)(c1ccc(Br)s1)N1CCN(c2ccccn2)CC1 | -3% | ? | -4% | 4 | 0.1% | -4% | -12% | -19% | -1% | -5%
CCCOc1ccc(S(=O)(=O)n2cc(Br)c(=O)[nH]c2=O)cc1 | 12% | ? | -1% | 0 | -0.2% | -4% | 17% | 19% | -2% | 21%
CCN(CC)/C(=N/O)NC(=O)NS(=O)(=O)c1ccc(C)cc1 | -1% | · | · | 2 | · | · | 7% | 39% | -1% | 1%
Cc1ccc(C)c(-c2cc(C(=O)Nc3cccc(C(=O)O)c3)c3ccccc3n2)c1 | -3% | 16% | 9% | -1 | -0.3% | 2% | 1% | -10% | -1% | ?
Cc1ccc(NC(=O)CC2SC(=O)N(c3ccccc3)C2=O)cc1 (stereo not given) | 9%[46.1 µM] | 18% | 18% | 0 | -1.2% | -5% | -8% | -18% | -3% | -11%
O=C(COc1coc(CN2CCc3ccccc32)cc1=O)N1CCCCC1 | 6% | -3% | -4% | -4 | 0.0% | 12% | 5% | 17% | -12% | ·
Cc1ccccc1-c1cc2nc(C)c(Cl)c(=O)n2[nH]1 | 8% | · | · | · | · | · | 50% | 15% | 2% | ·
CCOC(=O)c1sc(NC(C)=O)nc1-c1ccccc1 | 3% | -11% | 3% | 9 | 0.2% | 4% | 21% | 14% | -1% | 3%
CN(C)/C=N/c1nc2nccc(-c3ccc(F)cc3)n2n1 | 2% | 26% | 2% | 2 | -0.4% | 3% | -22% | 16% | 0% | 0%
CCn1cc(-c2ccccc2)c(C(=O)O)c1-c1ccc(OC)cc1 | -6% | 1% | 0% | -4 | 0.0% | 6% | -2% | 5% | -7% | ·
COc1ccc(CC(=O)N2CC(C)CC(C)C2)cc1 (stereo not given) | · | 0% | -4% | ? | -0.2% | 2% | 2% | 9% | 0% | -15%
O=C(NCC1CCCN1S(=O)(=O)c1cccs1)c1c(F)cccc1F (stereo not given) | 0% | -4% | -4% | -2 | 0.5% | 11% | -16% | 0% | 2% | ·
Cc1ccc(NC(=O)COC(=O)CCc2ccccc2)cc1S(=O)(=O)N1CCOCC1 | · | -6% | -2% | · | 0.2% | -2% | 1% | -18% | -2% | ·
CCOc1ccc(C(=O)NCCCn2ccnc2)cc1 | -3% | 5% | 0% | 0 | -0.1% | 6% | 0% | -21% | -3% | 8%
O=C(O)c1ccc(N2C(=O)CC(N3CCN(c4ccc(Cl)cc4)CC3)C2=O)cc1 (stereo not given) | 5% | ? | 3% | 0 | -1.0% | 3% | -24% | 1% | -7% | 2%
O=C1NCCNC1c1ccccc1 (stereo not given) | 5% | · | · | · | · | · | -2% | 5% | 0% | ·
CC(C)NC(=O)CSc1nnc(-c2ccncc2)n1-c1ccccc1 | -7% | 6% | 9% | -4 | 0.0% | 3% | 62% | 34% | -3% | 26%
COc1ccc(/C(C)=N/NC(=O)C2C3CCCCC32)c(OC)c1 (stereo not given) | 1%[46.1 µM] | 2% | -4% | 1 | 0.2% | 17% | 0% | -20% | 0% | -1%

No enrichment for hits; overall some 3.8% were active at least once.
